Screening results (PubChem)
ssDAF12 agonist – activators of S. stercoralis DAF-12 nuclear receptor | HEK293 ssDAF-12/GRIP1 lit1-tk-luc reporter, luminescence; % of 3 µM dafachronic acid response | activation, % at 6.8 µM | 370,000 tested, 1% active | AID 652126;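 active = activation above the mean over all tested compounds plus 3 SD, cut at about 0.9% in these data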;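 also: 0% = DMSO-only wells and 100% = 3 µM delta7-dafachronic acid wells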
ADAM10 inh – inhibitors of human ADAM10; AID 720582; inhibition, % at 7 µM; 370,000 tested, 0.62% active; recombinant ADAM10, EDANS/DABCYL FRET peptide cleavage, 3 h;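 active = inhibition above a per-campaign cutoff equal to the mean of compounds falling between control-based bounds plus 3 SD, cut at about 20% in these data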;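 also: 0% = DMSO wells while the 100% control is not disclosed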
hcDAF12 agonist – H. contortus DAF-12 activation, primary screen; HEK293 hcDAF-12 lit1-tk-luc reporter, luminescence; 0% DMSO, 100% Δ7-dafachronic acid; 370,000 tested, 1.4% active; activation, % at 6.8 µM; AID 652067;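 active = activation above the mean of all tested compounds plus 3 SD, cut at about 5.5% in these data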;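 also: 100% = response to 3 µM Δ7-dafachronic acid high control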
DAX1 inh-1 – DAX1 (NR0B1) inhibition, primary screen. 370,000 tested, 1.1% active. AID 652010. inhibition, % at 6.8 µM. HEK293T StAR-luciferase reporter, SF-1/DAX-1 repression relief;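 active = inhibition above the mean over all tested compounds plus 3 SD, cut at about 3.6% in these data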;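 also: 0% = DAX-1 cells with DMSO and 100% = cells lacking DAX-1 with DMSO; higher inhibition means more luminescence from relief of DAX-1 repression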
PLCb3 inh – inhibitors of human phospholipase C beta3; Q01970; Purified PLC-beta3, fluorogenic substrate, fluorescence; inhibition, % at 12.2 µM; 370,000 tested, 0.18% active; AID 720704; in the data active = inhibition above about 11%;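 also: 0% = median of compound wells on plate and 100% = full blocker control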
FXN GAA850 act – increases GAA850 frataxin promoter reporter activity; HEK293 lucGAA850 FXN promoter luciferase reporter, 24 h; percent of 10 µM SAHA response; activation, % at 6 µM; 360,000 tested, 0.56% active; AID 540364;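 active = activation above the average of all compounds screened plus 3 SD, cutoff fixed separately per campaign, cut at about 7.5% in these data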;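 also: 0% = DMSO wells and 100% = 10 µM SAHA wells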
DAX1 inh-2 – NR0B1 (DAX1) inhibition; P51843; HEK293 Gal4-DAX1 luciferase reporter, luminescence; inhibition, % at 6.75 µM; 340,000 tested, 0.99% active; AID 504766;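 active = inhibition above the mean over all tested compounds plus 3 SD, cut at about 4.2% in these data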;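 also: 0% = DAX1-transfected cells with DMSO and 100% = empty-vector control cells with DMSO; inhibition shows as a rise in luminescence from relieved DAX1 repression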
ADAM17 inh – ADAM17 inhibition, QFRET primary screen; P78536; recombinant ADAM17, EDANS/DABCYL FRET peptide cleavage; inhibition, % at 6.95 µM; 370,000 tested, 0.83% active; AID 720648;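 active = inhibition above the mean of compounds lying between control limits plus 3 SD, set per campaign, cut at about 8.5% in these data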;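 also: 0% = DMSO-only wells as the low control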
HGIII-sPLA2 inh – Blocks human group III sPLA2 activity | Q9NZ20 | QFRET BODIPY PC-A2 liposome hydrolysis, fluorescence | inhibition, % at 12.2 µM | 370,000 tested, 0.56% active | AID 743126;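 active = inhibition above mean plus 3 SD of compounds lying within the high and low control bounds, cut at about 19% in these data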;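 also: 0% = median of test compound wells and 100% = no enzyme DMSO wells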
hgDAF12 agonist – activates the H. glycines DAF-12 receptor ligand-binding domain | 370,000 tested, 1.8% active | HEK293 GAL4-hgDAF12 UAS-luciferase reporter, agonist luminescence; normalized to butyrate control | activation, % at 6.8 µM;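 active = activation above a cutoff set at the mean of all screened compounds plus 3 SD, cut at about 10% in these data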;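 also: 0% = DMSO wells and 100% = sodium butyrate wells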
PLC-gamma1 inh – blocks human PLC-gamma1 enzyme activity; purified PLC-gamma1, fluorogenic substrate, fluorescence; inhibition, % at 12.2 µM; 370,000 tested, 0.84% active; in the data active = inhibition above about 9.5%
Target sequence (P19174 whole entry, looked up): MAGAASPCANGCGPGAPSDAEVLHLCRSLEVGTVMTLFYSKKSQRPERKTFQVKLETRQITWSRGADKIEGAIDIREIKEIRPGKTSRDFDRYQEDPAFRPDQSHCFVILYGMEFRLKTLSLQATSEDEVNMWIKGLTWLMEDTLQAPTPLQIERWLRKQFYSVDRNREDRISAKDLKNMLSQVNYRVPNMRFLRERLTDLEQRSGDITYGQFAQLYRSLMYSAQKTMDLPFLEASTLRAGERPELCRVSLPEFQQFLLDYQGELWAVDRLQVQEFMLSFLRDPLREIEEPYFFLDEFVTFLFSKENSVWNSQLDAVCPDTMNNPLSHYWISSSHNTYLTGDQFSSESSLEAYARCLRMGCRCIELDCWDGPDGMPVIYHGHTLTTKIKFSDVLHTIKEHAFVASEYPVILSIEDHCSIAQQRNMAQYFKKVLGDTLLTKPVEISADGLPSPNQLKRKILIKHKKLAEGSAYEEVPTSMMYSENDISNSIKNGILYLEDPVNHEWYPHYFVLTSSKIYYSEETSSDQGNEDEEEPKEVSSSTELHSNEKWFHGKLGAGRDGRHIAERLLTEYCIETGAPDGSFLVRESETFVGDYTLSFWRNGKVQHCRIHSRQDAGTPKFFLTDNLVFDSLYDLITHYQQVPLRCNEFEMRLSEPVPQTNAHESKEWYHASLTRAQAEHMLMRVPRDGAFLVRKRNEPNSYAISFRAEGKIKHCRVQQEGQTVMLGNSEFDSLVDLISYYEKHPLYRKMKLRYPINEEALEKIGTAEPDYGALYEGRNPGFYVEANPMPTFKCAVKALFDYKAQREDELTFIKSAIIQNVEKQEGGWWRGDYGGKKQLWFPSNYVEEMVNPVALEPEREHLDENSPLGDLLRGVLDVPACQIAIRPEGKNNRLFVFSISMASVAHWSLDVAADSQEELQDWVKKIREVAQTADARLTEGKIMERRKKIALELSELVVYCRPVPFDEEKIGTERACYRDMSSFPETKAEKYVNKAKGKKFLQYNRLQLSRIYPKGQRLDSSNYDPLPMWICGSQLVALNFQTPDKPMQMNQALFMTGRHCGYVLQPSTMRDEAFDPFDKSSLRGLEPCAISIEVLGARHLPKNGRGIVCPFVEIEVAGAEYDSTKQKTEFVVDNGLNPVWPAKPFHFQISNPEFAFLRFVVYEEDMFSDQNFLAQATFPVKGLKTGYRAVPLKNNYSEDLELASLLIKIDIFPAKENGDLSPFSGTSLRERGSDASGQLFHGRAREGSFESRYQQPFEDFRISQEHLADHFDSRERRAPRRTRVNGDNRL
The depositor's hits bear a star; i = inactive; . = not tested or not shown. Rows were taken by chance; about 6.9% have a hit in one of these screens.

SMILES | ssDAF12 agonist | ADAM10 inh | hcDAF12 agonist | DAX1 inh-1 | PLCb3 inh | FXN GAA850 act | DAX1 inh-2 | ADAM17 inh | HGIII-sPLA2 inh | hgDAF12 agonist | PLC-gamma1 inh
O=C(NCc1ccc2c(c1)OCO2)C1CCCN(S(=O)(=O)c2cccc3cccnc23)C1 (centres undefined) | -1.7 | -4.8 | -1.4 | -0.7 | 4.1 | 0.3 | -0.7 | -0.4 | -7.9 | 0.7 | -0.4
FCCCOc1ccc(/C=N/OCc2ccc(Cl)cc2)cc1 | -0.7 | 7.6 | -0.5 | -0.8 | 0.6 | 0.8 | 0.0 | 1.1 | -2.5 | 3.7 | 1.9
CCOc1ccc(-n2c(-c3ccco3)n[nH]c2=S)cc1 | -1.2 | -1.2 | -0.3 | -0.6 | -3.4 | -0.7 | 0.7 | -6.8 | 18.9 | -2.4 | -3.9
CCOC(=O)c1c(-c2ccc(F)cc2)cn2ccccc12 | -1.4 | -416.3 | -1.6 | 0.2 | -95.0 | -1.1 | 0.7 | -121.2 | 4.3 | 2.8 | -69.9
Cc1ccc(S(=O)(=O)CCC(=O)Nc2ccccc2C)cc1 | -1.2 | 3.9 | -2.2 | 0.6 | -1.8 | -0.2 | -1.1 | 3.0 | 11.0 | 1.4 | 6.0
COCCNCC(=O)NCC12CC3CC(CC(C3)C1)C2 | -1.0 | 7.9 | 0.1 | 0.2 | 2.7 | 5.6 | 0.7 | -1.6 | 1.7 | -2.1 | -2.3
O=C(CN1C(=O)NC(Cc2c[nH]c3ccccc23)C1=O)Nc1cccc(S(=O)(=O)N2CCCCCC2)c1 (centres undefined) | -1.9 | 21.4* | -4.6 | -1.2 | 8.1 | 2.0 | -1.1 | 11.0* | -123.4 | -5.6 | 5.8
Cc1c(C(=O)Nc2ccc(Nc3ccccc3)cc2)cccc1[N+](=O)[O-] | -1.7 | 3.8 | -3.1 | -1.1 | -3.7 | 0.0 | -1.9 | 6.0 | -2.0 | -3.5 | -0.4
COCCNC(=O)C1(C)CCCN(C(=O)c2ccc(OC)cc2OC)C1 (centres undefined) | -0.9 | -1.9 | -0.3 | 0.2 | 2.9 | -0.3 | . | -1.8 | -1.0 | 1.8 | -0.5
Cc1cccc(N(CC(=O)Nc2ccc(F)cc2)S(C)(=O)=O)c1 | -1.4 | 1.1 | -2.2 | -0.3 | 1.2 | -0.1 | 1.7 | -1.7 | -3.9 | -1.4 | 2.9
C=CCSc1nc(Oc2ccccc2)c2sccc2n1 | -1.3 | 8.9 | 0.6 | 0.4 | 3.9 | 5.8 | 0.3 | 4.0 | 9.1 | -1.0 | 5.7
Cc1ccc(C(CC(=O)NCc2ccco2)c2ccc(OC(C)C)cc2)cc1 (centres undefined) | -1.2 | 0.4 | -1.7 | 0.1 | -0.9 | -2.0 | -2.4 | 0.0 | -4.1 | -1.5 | -0.6
C=CCNC(=O)c1ccccc1NS(=O)(=O)c1ccccc1 | -0.6 | -8.3 | -1.2 | -0.2 | -0.8 | 0.9 | -0.8 | -3.1 | -0.5 | -0.8 | 1.1
O=C(Nc1ncc(S(=O)(=O)c2ccc([N+](=O)[O-])cc2)s1)c1ccc2ccccc2c1 | -1.3 | -4.6 | -0.1 | -0.2 | 0.9 | 1.3 | 0.6 | 1.5 | -7.9 | 6.8 | -0.4
COc1ccc(OC)c(S(=O)(=O)Nc2cccc(C(C)=O)c2)c1 | -1.7 | 2.5 | -1.9 | -0.6 | -0.9 | -0.7 | 1.6 | -0.6 | -8.0 | 0.4 | 1.6
CCn1c(CC(=O)Nc2ccccc2)nnc1SCc1nc2ccccc2c(=O)[nH]1 | -1.9 | 3.9 | -0.4 | -0.1 | -7.0 | 1.1 | 1.4 | -4.2 | -1.9 | -1.1 | 0.9
O=C(Nc1nnc(C2=COCCO2)o1)c1ccc(Cc2ccccc2)cc1 | -1.5 | -0.3 | 1.5 | -0.2 | -16.1 | -2.0 | 1.0 | 0.1 | -10.1 | -2.1 | -7.6
Cc1nn(C)c(C)c1S(=O)(=O)N(CC(=O)N1CCc2ccccc2C1)c1ccc(C(C)C)cc1 | -1.8 | -9.3 | -0.3 | 0.5 | 1.8 | -1.1 | 0.6 | -0.8 | -2.9 | 3.3 | 0.9
CCOC(=O)/C=c1\s/c(=C\c2ccccc2C)c(=O)n1CC(=O)NCc1ccc2c(c1)OCO2 | -1.3 | 10.0 | -1.8 | 0.7 | -19.7 | -2.1 | 0.2 | 4.1 | -14.0 | 5.5 | -10.3
COc1ccc(CC(=O)Nc2cccnc2)cc1 | -1.1 | -1.2 | -1.1 | -0.2 | -7.8 | -0.1 | -1.9 | -3.2 | 12.6 | -0.1 | -1.4
O=C(N/N=C/c1ccc(F)cc1)c1ccc(Br)cc1 | -1.6 | 1.8 | -2.0 | -0.2 | -1.0 | 1.8 | 1.2 | -1.9 | -1.6 | 2.3 | 2.2
O=C(N/C=N/OCc1ccc(Cl)cc1Cl)NOCc1ncc(C(F)(F)F)cc1Cl | -1.4 | 20.2* | -1.8 | 1.4 | -0.6 | -0.2 | -0.9 | 11.5* | -24.0 | 0.0 | 3.8
O=C(NCc1ccc(F)cc1)c1ccc(CS(=O)(=O)c2ccc(Br)cc2)o1 | -1.5 | -0.4 | -2.2 | -0.9 | -5.1 | -4.0 | -1.3 | 0.6 | -13.0 | -0.3 | 1.7
CCOc1ccc2nc(/N=C/c3nc(-c4ccccc4)oc3O)sc2c1 | 0.2 | 2.0 | 5.3 | 0.3 | -3.0 | 2.7 | 0.4 | 0.8 | -0.1 | 7.3 | -8.1
C=CCn1c(SCCOc2ccccc2)nnc1C(C)NC(=O)c1ccccc1 (centres undefined) | -1.3 | 9.2 | -2.8 | -0.6 | 1.6 | -1.4 | -1.4 | 1.5 | -7.3 | -1.9 | 9.3
O=C(Nc1ccc(F)cc1)Nc1nnc(-c2ccccc2)o1 | -1.3 | -10.8 | -1.6 | -0.1 | -2.5 | 2.8 | 0.9 | 0.7 | 5.3 | 0.7 | 2.0
CN(c1ccc(C(=O)N2CCCCC2)cc1)S(C)(=O)=O | -1.6 | -0.8 | -1.5 | 0.0 | 1.1 | 2.0 | 0.1 | -1.2 | -3.2 | 0.8 | 1.5
Cc1cc([N+](=O)[O-])nn1CCCC(=O)Nc1sc2c(c1C(N)=O)CCCC2 | -1.3 | 1.8 | -1.5 | 0.6 | 2.1 | -1.5 | -0.2 | -1.6 | 1.1 | 1.8 | -0.9
O=S(=O)(Nc1ncnc2sc3c(c12)CCC3)c1cc(F)ccc1F | -0.7 | -12.5 | 1.1 | 0.5 | -7.9 | 2.8 | -1.1 | -3.4 | 1.4 | 2.1 | -0.7
CC1CCN(S(=O)(=O)c2ccc3c(c2)CCN3C(=O)CCC(=O)O)CC1 | -1.4 | 6.6 | 1.6 | -0.9 | 6.0 | -0.8 | 0.9 | -0.7 | -3.5 | 0.8 | 2.9
N#CCC(=O)NNC(=S)Nc1ccccc1C(F)(F)F | -2.0 | -0.4 | -1.0 | -0.6 | -2.0 | 0.3 | 0.3 | -3.5 | -6.0 | 1.1 | 4.5
CC1CCCN(CCCNC(=O)c2cc3c(s2)-c2ccccc2OC3)C1 (centres undefined) | -1.1 | i | 0.0 | 0.5 | i | 2.3 | -1.4 | i | -4.7 | 2.0 | i
CCN(CC)C(=O)CSc1nnc(-c2ccccc2)n1-c1ccccc1 | -1.7 | 3.2 | -2.2 | -0.4 | 2.4 | -2.6 | 0.8 | -1.0 | 12.2 | -2.2 | -0.8
CC(C)CC(=O)NC(=S)Nc1ccc(S(=O)(=O)N2CCN(C)CC2)cc1 | 0.3 | -3.9 | 0.1 | -0.5 | 0.8 | 1.1 | -1.6 | -2.8 | 1.7 | 0.5 | 2.6
CCOc1ccc(NS(=O)(=O)c2cc(NC(=O)CCC(=O)c3cccs3)ccc2Cl)cc1 | -1.8 | 14.0 | -3.8 | -0.3 | 2.3 | 1.4 | 5.8* | 9.1* | -35.3 | -3.1 | -1.1
Cc1oc(-c2cccs2)nc1CNC[C@H]1O[C@@H](n2cnc3c(N)ncnc32)[C@H](O)[C@@H]1O | -1.2 | -20.6 | 0.1 | 0.1 | 0.4 | 0.1 | -0.2 | -4.7 | -5.0 | 1.2 | 2.4
O=C(NC(=S)NC1CCSC1=O)c1ccccc1Cl (centres undefined) | -0.4 | 5.1 | 1.0 | -0.5 | -2.9 | 2.9 | 0.1 | -4.2 | 7.2 | -1.5 | -0.3
COc1ccccc1CNC(=O)C(=O)NCC1OCCN1S(=O)(=O)c1cccs1 (centres undefined) | -1.0 | -4.3 | -2.3 | 1.3 | -13.6 | -0.1 | -0.3 | -5.7 | 3.4 | -3.1 | -2.7
COc1ccc([N+](=O)[O-])cc1/C=N/NC(=O)/C(=C\c1cccs1)NC(=O)c1ccccc1 | -1.4 | 2.0 | -1.3 | -0.4 | 2.0 | 2.3 | -1.0 | 1.2 | 1.5 | -0.3 | 3.5
Cc1ccc(C(O)c2ncc(-c3ccccc3C)[nH]2)cc1 (centres undefined) | -1.9 | -12.4 | -0.9 | 1.4 | -13.6 | 3.1 | . | -2.9 | 9.1 | 2.1 | 4.1
Cc1cc(-c2n[nH]c(=S)n2-c2ccccc2C)cs1 | -1.5 | -0.7 | -0.2 | -0.2 | 2.0 | 1.2 | 2.8 | 1.2 | 12.2 | 0.7 | -2.4
Cc1cccc(N(C)S(=O)(=O)c2cc3c(cc2C)n(C)c(=O)c(=O)n3C)c1 | -1.0 | -12.4 | -2.8 | -0.9 | 1.2 | -2.8 | -1.5 | -2.2 | -4.0 | -3.9 | -1.8
Cc1ccc(C(=O)O/N=C/c2ccc3c(c2)OCO3)cc1 | -1.1 | -4.5 | -1.9 | -0.5 | 2.2 | -1.4 | 1.1 | 3.2 | 0.7 | -1.5 | 0.1
O=C(Nc1c2c(nn1-c1ccccc1)CS(=O)C2)c1ccco1 (centres undefined) | -0.8 | -8.9 | 0.4 | -0.1 | -3.3 | -1.3 | 0.8 | -0.7 | 3.8 | -0.6 | 0.8
CC1CCCCC1NC(=O)COC(=O)c1ccc([N+](=O)[O-])o1 (centres undefined) | -0.6 | -10.6 | 0.3 | -0.8 | -9.0 | 3.1 | 1.4 | 3.1 | 4.4 | 1.2 | -3.5
CCS(=O)(=O)N1Cc2ccccc2CC1C(=O)Nc1ccc(OC)cc1OC (centres undefined) | -1.2 | 0.3 | -1.0 | -0.2 | 0.2 | 0.8 | 1.5 | 1.4 | -0.3 | -0.1 | 3.5
